UDG counterscr – Primary qHTS assay for inhibitors of Activation Induced Cytidine Deaminase (AID): UDG Counterscreen signal; FRET deamination/UDG coupled assay, UDG read, 4 h; Potency, µM (series often up to 115 µM), inactives show at the top dose activity change, negative = inhibition, usual class: inhibitors; Uracil-DNA glycosylase; 91,000 tested, 0.14% active; note: nearly all actives have a fitted effect of over 65% in size
AID inhibitor – Primary qHTS assay for inhibitors of Activation Induced Cytidine Deaminase (AID): AID signal | Potency, µM (doses to about 115 µM), without a hit: top-dose activity change, negative = inhibition, usual class: inhibitors | AID 1347428, 2020 | 91,000 tested, 0.32% active | AID deamination FRET fluorescence, UDG-coupled, 4 h | Single-stranded DNA cytosine deaminase (Homo sapiens), Q9GZX7; note: nearly all actives have a fitted effect of over 25% in size
Target sequence (Q9GZX7 whole entry, looked up): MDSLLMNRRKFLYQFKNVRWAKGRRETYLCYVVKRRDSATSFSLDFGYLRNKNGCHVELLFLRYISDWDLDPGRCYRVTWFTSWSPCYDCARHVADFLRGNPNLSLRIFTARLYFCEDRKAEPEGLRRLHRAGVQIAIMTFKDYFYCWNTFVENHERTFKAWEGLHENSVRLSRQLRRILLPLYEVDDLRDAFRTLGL
* hit, by the source's call; ? = inconclusive; [ ] = remark or other dose. Calls come from the whole dose curve; as a rule, active = well fitted curve in the direction sought with a large enough effect; inconclusive = small, poorly fitted or top-dose-only effect, or another doubt; inactive = no such curve, though single readings can be large; an effect the other way counts as inactive or inconclusive. % is set by controls: 0 for no effect and ±100 for the full control effect; potency is the fitted concentration of half-maximal effect. This is a subset; the hit share may differ from the screen's.

Results follow in this order: UDG counterscr | AID inhibitor
> COc1ccccc1NC(=O)N(Cc1nnc2n1CCCCC2)c1ccc(F)cc1
    2% | 6%
> Cc1cc(C)c2c(=O)cc(C(=O)N3CCN(c4cccc(Cl)c4)CC3)oc2c1
    -11% | -11%
> COc1ccc(CCC(=O)NCc2ccc3c(c2)CCN3C(=O)c2ccc(C)cc2)cc1
    -1% | 18%
> CCc1ccc(CNC(=O)c2ccc(-c3nc(CS(=O)(=O)c4ccccc4)c(C)o3)cc2)cc1
    8% | 2%
> COc1cc(OC)cc(C(=O)NCC(=O)O)c1
    4% | 3%
> Cn1c(=O)c2c(ncn2CC(=O)OCc2ccc(C(C)(C)C)cc2)n(C)c1=O
    -5% | -10%
> COc1cccc(CNC(=O)CN(C)S(=O)(=O)c2ccc3c(c2)c(=O)n(C)c(=O)n3C)c1
    -4% | -16%
> CCc1c(C(=O)Nc2ccc(C)cc2)cnn1-c1ccc(OC)nn1
    -1% | 2%
> COc1ccccc1Nc1sc(C(=O)c2ccc(F)cc2)c(N)c1S(=O)(=O)c1ccc(C)cc1
    -1% | -20%
> COc1ccccc1CNc1cc(-c2ccccc2)nc2nncn12
    -8% | ?
> CCc1ccc(S(=O)(=O)c2cn(CC(=O)Nc3ccc(F)c(Cl)c3)c3ccccc3c2=O)cc1
    7% | 14%
> O=C(Cn1c(=O)c2cccn2c2cccnc21)NCc1cccc(F)c1
    12% | 7%
> C(=C\c1ccccc1)/C1=NO[C@@H]2[C@H]3CC[C@H](C3)[C@H]12
    -3% | -9%
> CCc1nnc(SCC(=O)N(CC)c2ccccc2)c2cc3oc(C)cc3n12
    3% | -22%
> CCC1CCC(C(=O)Nc2ccc(Br)cc2)CC1 (stereo not drawn)
    -4% | 1%
> CCc1ccc(CNC(=O)Cn2ccc3cc(S(=O)(=O)N4CCCCCC4)ccc32)cc1
    -18% | -22%
> Cc1cccc(N2CCN(c3ccc(NC(=O)c4ccccc4)cc3C(=O)O)CC2C)c1 (stereo not drawn)
    -28% | 17%
> CC(C)CCNC(=O)C12CC3CC(C1)CC(c1ccccc1)(C3)C2
    -4% | -7%
> Cc1ccc(Sc2c(C)nn(C(C)(C)C)c2OC(=O)C(C)(C)C)cc1
    ? | -12%
> CCCC(C)NC(=O)COc1cc2oc(=O)cc(-c3ccccc3)c2cc1Cl (stereo not drawn)
    -3% | -17%
> Nc1nccnc1C(=O)NCC(=O)NC1CC1
    3% | 7%
> Cc1cccc(Cn2c(SCCc3ccccc3)nc3c2c(=O)[nH]c(=O)n3C)c1
    -7% | -9%
> CCCCCCCOc1ccc(C(=O)Oc2cncc(Cl)c2)cc1
    3% | -6%
> O=C(c1ccc(Cl)cc1)C(CN1CCCCCC1)c1ccccc1 (stereo not drawn)
    -11% | ?
> CN(C)CCNC(=O)c1ccc2nc(Cc3ccccc3)oc2c1
    7% | 40%[activator]
> CCOCCCn1c(=N)c(C(=O)NCc2cccnc2)cc2c(=O)n3ccccc3nc21
    -9% | 23%
> O=C(c1cc(F)cc(F)c1)N1CCOc2ccccc21
    -5% | -4%
> CCOc1cc(Br)c(/C=C2/NC(=O)NC2=O)cc1OC
    4% | -9%
> O=C(Nc1cccc(Cl)c1)c1ccc2nc(CCc3ccccc3)oc2c1
    -5% | -5%
> Cc1nc2ccc(S(=O)(=O)NC(CC(C)C)C(=O)NCc3ccc(Cl)cc3)cc2s1 (stereo not drawn)
    5% | 6%
> Fc1ccc(-c2ccn[nH]2)cc1
    0% | 6%
> CC(=O)c1cc(C)cc(C)c1O
    -9% | 5%
> Cc1ccc(Cn2nnc3c(=O)[nH]c(C4CCN(C(=O)Cc5ccccc5F)CC4)nc32)cc1
    -10% | ?
> CCc1c(C)sc2c1CCN(C(=O)Nc1ccccc1C(=O)OC)C2c1ccc(F)cc1 (stereo not drawn)
    -13% | -18%
> O=C(CSc1nc2nc[nH]c2c(=O)[nH]1)NCc1ccccc1
    -2% | 1%
> C[C@H](NC(=O)OC(C)(C)C)c1nnc(SCc2ccc(Cl)cc2Cl)o1
    2% | -8%
> Cn1c(=O)n(Cc2ccccc2)c(=O)c2c1[nH]c(=O)n2C
    1% | 6%
> CC(=O)Nc1ccc(NS(=O)(=O)c2cc(Br)cc3c2N(C(=O)C2CC2)CC3)cc1
    -6% | 44%[activator]
> CCOC(=O)N1CCN(C(=O)Cn2nc(-c3ccccc3)ccc2=O)CC1
    -12% | -3%
> CCC1CCC(=NNC(=O)Cc2cccc3ccccc23)CC1 (stereo not drawn)
    -1% | 7%
> COC(=O)CNC(=O)c1ccc(CN)cc1
    4% | 1%
> CCOc1cc2sc(N3CCC(C(=O)Nc4ccc(C)cc4)CC3)nc2cc1Br
    -10% | 7%
> Cc1ccc(Oc2c(C(F)(F)F)oc3cc(OCC(=O)NC4CCCCC4)ccc3c2=O)cc1
    19% | 6%
> Cc1ccccc1CN1CCC(C(=O)O)CC1
    5% | 2%
> Cc1ccc(-n2ncc3c(Nc4ccc(Oc5ccccc5)cc4)ncnc32)c(C)c1
    ? | ?
> CONC(=O)c1ccc(C(=O)OC)cc1
    2% | -8%
> CC(C)CCn1c(=O)c2sccc2n2c(CCCC(=O)NCc3ccc(F)cc3)nnc12
    0% | -21%
> CC1CCCN(Cc2nc3c(c(=O)n(C)c(=O)n3C)n2Cc2ccc(Cl)cc2)C1 (stereo not drawn)
    5% | 2%
> O=C(CN1CCN(c2ccc(Cl)cc2)CC1)Nc1ccc(Cl)c(C(F)(F)F)c1
    -5% | ?
> CC(C)/C=N/Nc1ccc(S(N)(=O)=O)cc1[N+](=O)[O-]
    -9% | -3%
> COc1ccc(C(=O)OCC(=O)c2sc3ccccc3c2C)cc1OC
    -1% | 19%
> CCOc1ccc(NC(=O)c2cnc3ccccn3c2=O)cc1
    3% | 13%
> Cc1ccc(C(=O)NCCc2ccc(S(N)(=O)=O)cc2)cc1-n1cnc2cccnc21
    -16% | 9%
> COc1ccc(CNC(=O)c2cnn(-c3ccc(OC)cc3)c2C2CCN(C(=O)OC(C)(C)C)CC2)cc1
    25% | ?
> COc1ccc(C(CNC(=O)c2ccc(Br)o2)N2CCCCCC2)cc1 (stereo not drawn)
    -8% | -13%
> COc1ccc(OC)c(C2C(C(=O)c3ccco3)=C(O)C(=O)N2c2nc3ccc(C)cc3s2)c1 (stereo not drawn)
    3% | ?
> Cc1cc(Cc2ccccc2)c(C)cn1
    1% | 1%
> Cc1ccc(OCC(=O)Nc2ccc3nc(SCC(=O)N(C)c4ccccc4)sc3c2)cc1
    11% | -12%
> O=C(CN1C(=O)C2(SCC(=O)N2c2ccc(F)cc2)c2ccccc21)NC1CCCCC1 (stereo not drawn)
    11% | -15%
> CCOC(=O)COc1c(Br)cc(/C=C2/NC(=O)NC2=O)cc1Br
    3% | 0%

Six compounds already listed, sorted by the value under AID inhibitor, lowest first.
Structure,AID inhibitor
COc1ccc(C(CNC(=O)c2ccc(Br)o2)N2CCCCCC2)cc1 (stereo not drawn),-13%
CCOC(=O)N1CCN(C(=O)Cn2nc(-c3ccccc3)ccc2=O)CC1,-3%
Cc1cc(Cc2ccccc2)c(C)cn1,1%
Cc1ccc(Oc2c(C(F)(F)F)oc3cc(OCC(=O)NC4CCCCC4)ccc3c2=O)cc1,6%
CCC1CCC(=NNC(=O)Cc2cccc3ccccc23)CC1 (stereo not drawn),7%
CCOc1ccc(NC(=O)c2cnc3ccccn3c2=O)cc1,13%

The results go on:
Results follow in this order: UDG counterscr | AID inhibitor
> Cc1ccc(C(=O)OCc2ccc(C#N)cc2)cc1
    9% | -4%
> Cc1ccc(-n2c(=O)c3ccc(C(=O)NCc4ccco4)cc3n(CC(=O)Nc3ccc(C)c(F)c3)c2=O)cc1
    1% | 14%
> CC(CC(=O)O)c1c[nH]c2ccccc12 (stereo not drawn)
    -1% | ?
> CC(=O)c1ccc(NC(=O)C(C)Sc2ccccc2C(=O)NCC(=O)C(C)(C)C)cc1 (stereo not drawn)
    2% | -11%
> Cc1cc(SCC(=O)NN2C(=O)NC3(CCCCC3)C2=O)nc2ccccc12
    5% | -7%
> CC(NC(=O)CSc1nc(-c2ccccc2F)nc2cc(=O)[nH]n12)c1nc2ccccc2n1C (stereo not drawn)
    -13% | 18%
> COc1cccc(CNC(=O)c2ncoc2-c2cccs2)c1
    -19% | -28%
> COc1ccc2cc(CN(C)Cc3c(C)noc3C)ccc2c1
    1% | 20%
> CC(=O)NCCNS(=O)(=O)c1cccc2cc(C)cnc12
    1% | 1%
> COc1ccc(S(=O)(=O)c2c(Nc3ccc(F)cc3)sc(C(=O)c3ccc4c(c3)OCO4)c2N)cc1
    3% | 10%
> CCCN1CCC(N(C)C(=O)Nc2ccc(F)cc2)CC1
    -7% | -12%
> Cc1c(CNC(C)c2ccccc2)c(C(=O)O)c(C)n1Cc1c(F)cccc1Cl (stereo not drawn)
    -14% | -1%
> CC(C)[C@H](NC(=O)[C@@H](NC(=O)C1CC(=O)N(c2ccc(F)cc2)C1)C(C)C)C(=O)O (stereo partly drawn)
    -7% | -9%
> COc1ccc(-n2nc(C(=O)Nc3ccc(C)cn3)c3c4ccccc4n(C)c3c2=O)cc1
    12% | 4%
> CCOC(=O)c1ccc(OCC2c3cc(OC)c(OC)cc3CCN2C(=O)c2ccc(S(=O)(=O)N3CCCC3)cc2)cc1 (stereo not drawn)
    -5% | -14%
> CC1CCC2(CC1)NC(=O)N(CC(=O)c1cn(CCC#N)c3ccccc13)C2=O (stereo not drawn)
    -7% | -4%
> O=C(N/N=C/c1ccsc1)c1ccncc1
    5% | 1%
> Cc1cccc(OCc2nc(C#N)c(NCc3cccnc3)o2)c1
    -3% | -6%
> CC(C)[C@H](NC(=O)C1CCCCC1)C(=O)O
    -1% | 0%
> COc1ccc(C(=O)Nc2cccc(-c3cn4ccsc4n3)c2)c(OC)c1
    0%[57.5 µM] | ?
> Cc1ccc(S(=O)(=O)c2ccc(C(F)(F)F)cn2)cc1
    6% | 5%
> Cc1ccc(CNS(=O)(=O)c2ccc3[nH]c4c(c3c2)CCCCC4)cc1
    -10%[57.5 µM] | 10%[57.5 µM]
> CN(C)c1ccc(-c2nn3c(CN4CCCCC4)nnc3s2)cc1
    5% | 49%[activator]
> CC(=O)c1c(C)n([O-])c2cc(C)ccc2[n+]1=O
    0% | 7%
> COc1ccc(-c2nnc(SCC(=O)Nc3cccc(Cl)c3C)nc2-c2ccc(OC)cc2)cc1
    -27% | -3%
> Cc1nn2c(C)c(C(=O)N3CCN(c4ccc(Cl)cc4)CC3)cnc2c1-c1ccc(F)cc1
    ? | ?
> O=C(COc1ccc(Cl)cc1Cl)Nc1nc2n(n1)C(c1ccccc1)CC(=O)N2 (stereo not drawn)
    -5% | -9%
> O=C(CSc1nc2ccccc2nc1N1CCCCC1)NC1CCCCC1
    2% | -11%
> COC(=O)C(O)(c1ccc(N(C)C(=O)Nc2ccc(Cl)cc2)cc1)C(F)(F)F (stereo not drawn)
    0% | 5%
> Cc1c(C(=O)Nc2ccc(Br)cc2F)oc2ccc(S(=O)(=O)N3CCC4(CC3)OCCO4)cc12
    1% | 8%

Complete entries from above. Screens in order: UDG counterscr	AID inhibitor
COc1ccc(-c2nnc(SCC(=O)Nc3cccc(Cl)c3C)nc2-c2ccc(OC)cc2)cc1 is listed with -27%	-3%
Cc1c(C(=O)Nc2ccc(Br)cc2F)oc2ccc(S(=O)(=O)N3CCC4(CC3)OCCO4)cc12 is listed with 1%	8%

Continued.
Results follow in this order: UDG counterscr | AID inhibitor
> O=C(NCC1(c2ccccc2)CCCC1)C(=O)Nc1cccc(Br)c1
    -5% | 6%
> CC(C)(C)c1cc(CCC(N)=O)cc(C(C)(C)C)c1O
    5% | 12%
> O=c1cc(CSc2n[nH]c(-c3ccccc3)n2)[nH]c2ccccc12
    -7%[57.5 µM] | 13%
> O=C(CCOc1ccccc1)N(Cc1cccnc1)c1nc2ccc(F)cc2s1
    1% | 4%
> Cn1c(=O)c2cc(C(=O)N3CCN(c4ccc(Cl)cc4)CC3)sc2c2ccccc21
    -13% | ?
> Cc1cc(C(=O)O)cs1
    -9% | -15%
> O=S(=O)(c1cccc(Br)c1)N1CCSCC1
    -3% | -11%
> CSCCC(NS(=O)(=O)c1ccc2c(c1)oc(=O)n2C)C(=O)Nc1ccc(Cl)cc1 (stereo not drawn)
    -5% | -4%
> O=C(Nc1nnc(S(=O)(=O)N2CCCC2)s1)c1ccccc1Cl
    1% | -16%
> CCCc1nnc2c(=O)n(CC(=O)Nc3ccccc3C(=O)OCC)c3ccccc3n12
    0% | -10%
> Cc1ccc2c(C)c(CCC(=O)N3CCCCCC3)c(=O)oc2c1
    11% | -9%
> CCNC(=O)NC(=O)CSc1nc(-c2ccco2)nc2ccccc12
    15% | 5%
> COc1ccc(-c2nc(C)c(CCNC(=O)Cc3ccc(F)cc3)s2)cc1OC
    -7% | ?
> CC(C)Cc1nn2c(=O)cc(COC(=O)c3cccc(NC(=O)c4ccc(Cl)cc4)c3)nc2s1
    6% | -6%
> CCCCN(C)C(=O)c1ccc2c(c1)N(Cc1cccc(F)c1)C(=O)c1ccccc1S2
    -26%[57.5 µM] | ?
> O=C(NCCc1ccccc1)C(=O)c1c(-c2ccccc2)[nH]c2ccccc12
    -6% | -7%
> CC(C)C[C@H](NC(=O)c1cccc2c1-c1ccccc1C2=O)C(=O)O
    -3% | 3%
> CCOC(=O)c1ccccc1NC(=O)CSc1cn(CC(=O)N2CCCCCC2)c2ccccc12
    -4% | -14%
